Screening results from PubChem BioAssay.
b-catenin transl: beta-catenin nuclear translocation modulation | HeLa beta-catenin nuclear translocation, immunofluorescence imaging | nuclear translocation activity, % at 5 µM | actives 0.3% (n = 190,000) | AID 1665;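 active = nuclear translocation activity above 50% at 5 µM, with a well cell count of 50 or more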;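 also: per-cell ratio of nuclear to cytoplasmic median beta-catenin stain intensity; plate controls were DMSO negative control for no effect and GSK-3 inhibitor IX positive control for full effect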
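Test system: human HeLa cell line; Doses: 5 µM primary, 0.02–20 µM confirmation; Incubation: 24 h compound exposure, 37°C; Detection: beta-catenin immunofluorescence imaging with DAPI; Read-out: beta-catenin nuclear/cytoplasmic ratio, % activation.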
Dynein cargo inh: blocks dynein driven cargo transport along microtubules; 3617.4 mouse cells, GR-EGFP nuclear translocation imaging; test concentration mostly 20 µM; stimulated with dexamethasone, 1 µM; active compounds read low; z-score, hits read low; actives 0.47% (n = 220,000);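 active = plate z-score of nuclear minus cytoplasmic receptor signal below a set negative limit, without overly bright fluorescence or cell loss, cut at about -3.5 in these data, passing the limit was not always enough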;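 also: z-score of nuclear minus cytoplasmic ring GR-EGFP intensity difference per well; some compounds called inactive have numbers as strong as hits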
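Also added: dexamethasone, 1.0 µM final. Medium: tet-free, stripped-serum medium. Detection: fixed, Hoechst-stained cells imaged at 10x for EGFP. Read-out: nuclear-to-cytoplasmic GR-EGFP distribution per well. Times: induction 48 h, compound 1 h, agonist 30 min.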
Autophagy HCS: alters autophagy in cells; MEF GFP-LC3 puncta imaging; test concentration mostly 10 µM; calls only at 10 µM (by protocol); actives 0.98% (n = 190,000);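 active = percentage of spot-positive cells more than 3 SD above its plate mean, without a fluorescence outlier flag or 80% toxicity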;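 also: spot-positive cell cutoff set from DMSO-treated cells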
WT yeast gro inh: growth inhibition of WT yeast, mitochondrial fusion screen | actives 2.1% (n = 190,000) | inhibition, % at 10 µM | mitochondrial fusion phenotypic screen, WT strain | AID 1362; in the data active = inhibition above about 58%; tested in S. cerevisiae
Insulin prom up: MIN6 insulin promoter up-regulation; MIN6 insulin promoter-GFP reporter, high-content imaging; active compounds read high; z-score at 5 µM; actives 0.3% (n = 190,000);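 active = z-score above 3 at 5 µM with at least 500 cells counted in the well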
AID2073: inhibitors of Mint1-CaV2.2 protein interaction, biochemical, HTRF (AID 2073); actives 0.19% (n = 290,000); inhibition, % at 20 µM, or IC50 in µM where a hit was titrated; HTRF protein-protein interaction, Mint1-CaV2.2; higher % means a stronger effect; in the data active = inhibition mostly above about 51%, no sharp cut-off; also: some results filed as inactive read as strong as hits
Yfh1-depleted yeast: enhancers of respiration in Yfh1-depleted yeast, dose response, Friedreich's ataxia, plus single-dose screen (AID 1465); S. cerevisiae Yfh1-off respiration, WST-1 reduction, 72 h; higher fold induction means a stronger effect; fold induction at 50 µM, or EC50 in µM where a hit was titrated; actives 0.074% (n = 220,000);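 active = fold induction of absorbance versus untreated yeast above a set limit, then at least 30% activation at any dose in follow-up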;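 also: activators that raise dye reduction in frataxin-depleted yeast; strong numbers were not always called active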
HIV peptide binding: inhibitors of HIV fusion peptide binding, primary screen, biochemical, uHTS, fluorescence dequenching (AID 1986); actives 0.3% (n = 290,000); cell-free peptide binding, fluorescence dequenching, 30 min; higher % means a stronger effect; inhibition, % at 20 µM, or IC50 in µM where a hit was titrated; in the data active = inhibition mostly above about 52%, no sharp cut-off; inactive = mostly below about 76%; also: some results filed as inactive read as strong as hits
MT stabilizer: stabilizes microtubules in HeLa cells. HeLa tubulin immunostaining HCS, 24 h; share of cells brighter than vehicle mean+2SD. % tubulin-high responders, % at 10 µM. actives 0.83% (n = 200,000). AID 2205;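 active = plate Z-score above 3 for both tubulin-high and condensed-nucleus cell shares, with cell loss under 80%, at 10 µM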;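 also: anti alpha tubulin signal scored within the nucleus-defined area of each cell; some results filed as inactive read as strong as hits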
WT yeast gro inh mutant strain: recorded beside WT yeast gro inh, whose call it bears; inhibition, %; mitochondrial fusion phenotypic screen, mutant strain inhibition
Dynein cargo inh cytoplasmic EGFP: recorded beside Dynein cargo inh, whose call it bears; z-score; measured here: cytoplasmic GR-EGFP intensity; active compounds read high
Dynein cargo inh nuclear GR-EGFP: further read-out of Dynein cargo inh, marked with its call; z-score; measured here: nuclear GR-EGFP intensity;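 lower value marks the stronger effect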
Dynein cargo inh cell count: also measured in Dynein cargo inh; calls as there; z-score; measured here: cell count per field
Insulin prom up cell count: further read-out of Insulin prom up, marked with its call; cell count; measured here: cytotoxicity, nuclei count;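 total cells summed across four imaged fields per well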
b-catenin transl cell count 5 µM: recorded beside b-catenin transl, whose call it bears; cell count; measured here: cell count, cytotoxicity flag
MT stabilizer Hoechst-high %: further read-out of MT stabilizer, marked with its call; % Hoechst-high responders; measured here: nuclear condensation Hoechst responders;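 share of cells brighter than vehicle mean plus two SD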
MT stabilizer cytotoxicity %: recorded beside MT stabilizer, whose call it bears; toxicity, %; measured here: cytotoxicity by cell density;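 0% = mean cell density of plate MIN control wells and 100% = no cells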
Autophagy HCS cell loss 18 h: recorded beside Autophagy HCS, whose call it bears; toxicity, %; measured here: cell loss, nuclei count;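 cell loss after 18 h compound exposure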
Starred values were filed as active, the others as inactive; i = inactive; x = not tested or not shown.

SMILES	b-catenin transl	b-catenin transl cell count 5 µM	Dynein cargo inh	Dynein cargo inh cytoplasmic EGFP	Dynein cargo inh nuclear GR-EGFP	Dynein cargo inh cell count	Autophagy HCS	Autophagy HCS cell loss 18 h	WT yeast gro inh	WT yeast gro inh mutant strain	Insulin prom up	Insulin prom up cell count	AID2073	Yfh1-depleted yeast	HIV peptide binding	MT stabilizer	MT stabilizer Hoechst-high %	MT stabilizer cytotoxicity %
O=C(COc1cccc2c1CCN(Cc1ccccc1F)C2=O)N1CCOCC1	-3.8	1125	-0.175	0.245	0.173	0.679	i	-8.2	-15.9	-9.1	-0.55	1508	-0.4%	i	1.7%	3.8	1.9	6.5
O=C1CC(C(F)(F)C(F)(F)C(F)(F)F)=Nc2ccccc2N1	6.9	490	0.462	-0.246	0.0377	0.554	i	4.8	15.8	20.5	x	x	-4.1%	i	0.0%	2.4	1.9	4.1
CCOC(=O)N1CCC(N(CCN(C)C)C(=S)Nc2ccc(F)c(Cl)c2)CC1	-0.4	1117	-0.989	-0.164	-0.214	0.0277	i	0.6	3.4	-0.8	1.15	1268	-22.7%	i	-0.7%	4.4	2.3	6.4
Cc1ccn(Cc2n[nH]c(=S)n2Cc2ccccc2)n1	-0.5	1157	-0.0861	-0.0462	0.281	-0.0575	i	-1.2	6.1	13.3	x	x	-8.0%	i	-1.3%	1.5	1.4	4.3
Cc1ccc(NC(=O)N2CCCC2C(=O)NCCC2=CCCCC2)cc1 (stereo not drawn)	-5.9	960	-0.125	-0.208	0.136	1.13	i	8.2	11.8	-5.6	-0.23	1150	21.7%	i	-0.4%	1.6	2.2	11.1
CCOC(=O)c1sc(NC(NC(=O)c2ccco2)(C(=O)OC)C(F)(F)F)nc1C (stereo not drawn)	-0.6	794	-0.318	-0.138	0.186	-1.08	i	-8.1	-5.5	-2.4	-0.51	1446	-9.5%	i	0.2%	11.7	4.0	10.3
O=C(CNC(=O)c1ccccc1O)N/N=C/c1cc(Br)ccc1OC(=O)/C=C/c1ccco1	-0.3	581	-0.37	-0.125	-0.0647	0.407	i	-13.3	30.1	17.2	x	x	48.0%	i	2.5%	0.7	0.4	18.4
O=C(c1ccccc1)N1CCCCC(Sc2nnnn2-c2ccccc2)C1=O (stereo not drawn)	-0.8	1190	0.825	-0.239	-0.379	0.583	i	-4.8	-0.4	-14.3	-0.16	1156	7.9%	i	-1.1%	1.7	1.9	7.9
Cc1cc(=O)n2[nH]c(C)c(-c3ccc(Cl)cc3)c2n1	x	x	1.5	-0.0831	1.07	-0.665	i	25.1	16.2	-5.2	0.89	1262	6.8%	i	-1.9%	2.0	1.7	3.5
CCOCCCNCc1ccc(OCc2ccccc2C)c(OC)c1	-2.9	972	-0.432	-0.248	0.368	-0.267	i	11.2	13.3	28.1	0.49	1582	-5.6%	i	0.3%	4.6	3.6	7.0
N#Cc1nc(Cc2cccc3ccccc23)oc1NCc1ccco1	-0.8	1105	0.488	-0.336	-0.225	0.155	i	-0.5	-1.5	-3.8	-0.12	1276	7.1%	i	2.9%	2.3	2.9	16.4
CC1Cc2nc(SCC(N)=O)n(Cc3ccccc3)c(=O)c2S1 (stereo not drawn)	-0.1	1187	-0.621	-0.806	-0.0342	0.1	x	x	17.0	2.0	0.03	938	5.9%	i	-1.3%	x	x	x
Cc1cc(NC(=O)CCC(=O)N(c2cccnc2)C(C(=O)NC2CCCC2)c2ccccc2)no1 (stereo not drawn)	-3.8	1007	0.624	-0.166	1.09	-0.444	i	18.7	20.9	4.2	-1.28	1152	7.3%	i	0.7%	3.1	1.4	10.8
O=C(CSc1ncnc2c1cnn2-c1ccccc1Cl)N1CCN(C(=O)c2ccco2)CC1	2.5	1117	0.259	-0.205	0.323	-0.367	i	-1.8	-10.7	-10.0	-0.99	1060	17.0%	i	1.2%	2.4	2.8	11.7
O=C(CC1CCCC1)Nc1nnc(C2CC2)s1	-7.9	965	-0.549	-0.223	-0.114	0.499	i	-5.9	11.0	-0.9	-0.11	1285	4.2%	i	-2.8%	2.3	1.5	5.5
COc1ccccc1NC(=O)c1coc(=O)c(Br)c1	-0.1	1342	-0.649	-0.219	0.0876	0.308	x	x	x	x	0.26	973	15.6%	i	-1.1%	x	x	x
Cn1c(C2CCCCC2)nc2c1c(=O)[nH]c(=O)n2Cc1ccccc1	-5.7	1105	0.95	-0.263	0.863	-0.624	i	-14.6	18.0	4.1	-1.39	1464	-2.5%	i	0.1%	1.5	1.2	5.6
Cc1cc(C)c2cc(C#N)c(NCCOC(=O)c3ccccc3C)nc2c1	0.0	1258	-0.406	-0.157	-0.327	0.417	i	2.4	2.2	-3.4	0.22	1611	-15.7%	i	-0.2%	1.0	2.5	11.8
Cc1cc(C(=O)Nc2c(C)nn(Cc3ccccc3)c2C)on1	x	x	-0.0961	-0.173	0.234	0.29	i	3.4	-7.4	-4.6	-0.13	915	0.1%	i	-0.8%	1.7	5.3	10.8
COc1cc(/C=N/NC(=S)Nc2cccc(Cl)c2C)ccc1OCC(=O)N1CC(C)OC(C)C1 (stereo not drawn)	3.8	930	1.39	-0.206	0.447	-0.929	i	11.2	-3.1	-21.4	-3.25	1208	-1.6%	i	-2.0%	5.1	2.7	4.8
C=CCOC(=O)C1=C(C)OC(N)=C(C#N)C1c1ccc(OC)c(CSc2ccccn2)c1 (stereo not drawn)	3.5	1027	-2.8	0.263	-1.6	-0.379	i	7.7	-47.3	-23.7	0.84	1579	-4.0%	i	-1.1%	1.5	3.0	1.8
COc1cccc(CNC(=O)C2=Cc3cccc(OC)c3OC2)c1	0.7	1069	0.396	-0.341	0.2	-0.178	i	1.0	47.6	13.4	-0.84	1233	-0.1%	i	0.1%	2.2	2.8	7.9
Clc1ccc(-c2nnc3sc(-c4ccccn4)nn23)cc1	-0.5	1494	-0.325	-0.228	0.00206	0.41	i	-2.4	-18.5	-6.3	0.58	1541	0.8%	i	-1.4%	1.8	2.2	4.5
Nc1ccc(C(=O)OCC(=O)N2CCN(C(=O)c3ccco3)CC2)cc1[N+](=O)[O-]	-3.6	1026	-0.38	-0.254	-0.294	2.84	i	-0.6	-4.0	-10.3	0.4	1561	-1.2%	i	-0.9%	3.8	2.3	9.0
COc1ccc(S(=O)(=O)Cc2ccc(C(=O)N3CCN(c4ncccn4)CC3)o2)cc1	x	x	-0.787	-0.225	-0.331	0.426	i	8.2	11.0	10.2	x	x	x	x	x	3.2	1.9	1.7
COC(=O)c1ccc(Oc2nc(NC(C)C)nc(SC)n2)cc1	0.7	943	-1.07	-0.289	-0.711	0.226	i	-14.7	42.0	3.4	0.22	1172	11.3%	i	1.1%	2.7	2.6	6.6
O=C1CC(c2ccccc2Cl)C2=C(COC2=O)N1 (stereo not drawn)	-1.2	724	-0.419	-0.228	0.081	0.865	i	-0.4	-19.9	-4.8	0.29	1476	-3.3%	i	-0.9%	1.5	1.7	5.5
COc1c([N+](=O)[O-])c(=O)oc2ccccc12	-0.2	1004	-0.375	-0.251	-0.351	0.202	i	-21.3	-5.7	0.9	x	x	6.9%	i	1.2%	3.1	1.7	4.3
O=C(Nc1ccccc1)C1=C[C@@H](C2CCCCC2)C[C@@H](OCCCCO)O1	-0.5	1124	-1.24	-0.239	-0.368	0.325	i	-0.6	-11.8	-9.3	-0.26	1473	33.7%	i	1.9%	4.5	1.8	7.1
Cc1no[n+]([O-])c1COc1cccc(/C=N/Nc2nncn2N)c1	0.3	1420	0.914	0.0145	0.184	-0.589	x	x	x	x	0.37	1482	-0.2%	i	-0.5%	x	x	x
COc1ccc(/C=C/c2noc(-c3ccccc3O)n2)cc1	0.0	912	-0.834	-0.227	-0.245	0.548	i	-8.4	22.6	26.2	x	x	4.0%	i	-3.6%	2.6	2.5	5.0
COc1cc(OC)nc(NC(=O)C(C)C)n1	-0.4	1190	-0.0656	-0.108	9.82e-05	-0.294	x	x	3.8	1.7	2.03	856	0.0%	i	-2.2%	8.9	1.4	6.6
CC1CCCN(C(=O)COc2ccc(NC(=O)c3cccs3)cc2)C1 (stereo not drawn)	-2.8	612	-1.21	-0.286	-0.658	1.17	i	2.6	-7.0	-5.4	x	x	13.4%	i	1.5%	1.1	2.9	7.9
Cc1cc(=O)[nH]c(S)c1C#N	-0.9	1292	0.593	-0.274	0.405	0.425	x	x	x	x	0.03	1356	70.7%	i	1.5%	x	x	x
COc1ccc(C(=O)Nn2c(SCC(=O)NC3CCCC3)nc3ccccc3c2=O)cc1	-2.8	888	-0.298	0.496	0.115	1.48	i	8.1	-18.6	18.2	0.72	1360	7.6%	i	2.4%	2.9	1.6	6.1
O=C(CCC(=O)c1ccc(F)cc1)Nc1cccc(S(=O)(=O)Nc2cccc(Cl)c2)c1	-2.0	514	0.855	-0.221	0.785	-1.3	i	4.6	-35.5	-16.4	0.21	1164	9.1%	i	2.5%	1.1	1.2	6.9
CC(C)OC(=O)CSc1nnc(-c2ccc([N+](=O)[O-])cc2)o1	0.8	1499	-0.32	-0.0686	0.0579	0.466	i	5.1	1.7	-2.6	0.93	1522	8.3%	i	0.9%	2.4	1.1	4.9
COCCNC(=S)N(CCc1c(C)[nH]c2ccc(Cl)cc12)Cc1cccs1	-1.6	1168	-0.352	-0.0914	-0.481	0.0105	i	-1.8	73.5*	19.8*	-0.06	1167	-2.5%	i	-1.3%	3.1	4.1	10.7
